M1 PAM parental: nonselective calcium activators in parental CHO-K1 cells, primary screen, counter-screen for M1 PAM project, cell-based, Fluo-8 calcium fluorescence, full deck, 1536-well; ATP EC20; 0% at ATP EC20, 100% at ATP max; activation, % at 3 µM; 360,000 compounds, 0.02% hits; AID 602247, 2012;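 active means activation above the run cutoff, the mean activation of all test compounds plus 3 SD, cut at about 40% in these data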;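 further: peak over basal fluorescence ratio in a 140 s read after ATP addition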
CHO parental Ca: ATP-evoked calcium signal inhibitors, parental CHO, primary screen, counter-screen for OX1R antagonist project, cell-based, fluorescence, Fluo-8 calcium dye. parental CHO-K1, ATP-induced calcium, Fluo-8 fluorescence. inhibition, % at 5.6 µM. 330,000 compounds, 0.63% hits. AID 463079, 2010;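 active means inhibition above that plate's mean sample inhibition plus 3 SD, cut at about 26% in these data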;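 further: 0% = ATP-challenged DMSO wells and 100% = DMSO wells without ATP; some compounds past the cut are filed as inactive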
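Material: parental CHO cells / Compound: single nominal dose of 5.6 µM per compound / Signal: Fluo-8 fluorescence / Replicates: singlicate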
CHO-K1 Ca ag: counter-screen for M1 agonists: effect in parental CHO-K1 cells; Fluo-8 calcium fluorescence; scaled to maximal ATP response, vehicle zero; 360,000 compounds, 0.48% hits; activation, % at 3 µM; in the data active means activation above about 15%;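 further: untransfected CHO-K1 host cells lacking M1 receptor as counterscreen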
OXTR agonist: human OXTR agonists, primary screen, fluorescence, CHO-OTR cells, Fluo-8 calcium | activation, % at 3 µM | AID 2435, 2010 | 320,000 compounds, 0.32% hits | Fluo-8 calcium fluorescence; normalized: DMSO 0%, oxytocin 100% | Oxytocin receptor (Homo sapiens), P30559;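 active means activation above the mean of all tested compounds plus 3 SD, cutoff set per screening run, cut at about 20% in these data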;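 further: peak over basal fluorescence ratio from a 100 s FLIPR kinetic read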
Target sequence (P30559 whole entry, looked up): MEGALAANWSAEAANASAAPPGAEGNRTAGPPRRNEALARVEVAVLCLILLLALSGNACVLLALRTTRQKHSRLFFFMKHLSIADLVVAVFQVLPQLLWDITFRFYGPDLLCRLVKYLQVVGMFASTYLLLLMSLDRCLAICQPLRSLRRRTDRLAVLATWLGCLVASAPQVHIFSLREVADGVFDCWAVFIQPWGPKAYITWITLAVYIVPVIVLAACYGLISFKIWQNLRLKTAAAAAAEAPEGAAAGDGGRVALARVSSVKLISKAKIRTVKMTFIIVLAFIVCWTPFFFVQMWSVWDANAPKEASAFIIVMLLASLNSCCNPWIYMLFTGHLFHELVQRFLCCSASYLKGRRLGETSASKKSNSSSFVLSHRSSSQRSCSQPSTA
CHO-K1 Ca antag: counter-screen for M1 antagonists: effect in parental CHO-K1 cells | ATP-induced calcium, Fluo-8 fluorescence | inhibition, % at 3 µM | 360,000 compounds, 0.6% hits;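 active means inhibition above a per-plate cutoff, the plate's mean sample inhibition plus 3 SD, cut at about 24% in these data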;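 further: 0% = DMSO plus EC80 ATP and 100% = DMSO alone without ATP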
OXTR potentiator: human OXTR potentiators, primary screen, fluorescence, CHO-OTR cells, Fluo-8 calcium; Oxytocin receptor (Homo sapiens), P30559; activation, % at 3 µM; Fluo-8 calcium fluorescence, potentiator mode; 0% = oxytocin EC15, 100% = EC100; 320,000 compounds, 0.061% hits; AID 2445, 2010;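 active means activation above that plate's cutoff, the mean activation of tested compounds plus 3 SD, cut at about 6.6% in these data, passing the limit was not always enough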;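 further: 100% uses oxytocin at 75 nM as the full agonist control; some results filed as inactive read as strong as hits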
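Assay system: CHO cell line stably expressing human OTR | Also added: Oxytocin at about EC15, sub-maximal agonist stimulus | Times: Compound 6 min at room temperature before oxytocin, 100 s read | Measured by: Fluo-8 intracellular calcium fluorescence, ex 470-495, em 515-575 nm | Controls: EC15 oxytocin alone as 0%, 75 nM oxytocin as 100%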
V1aR counter: agonists of human V1a receptor, primary screen, counter-screen for OXTR agonist project, fluorescence, CHO-V1R cells; Vasopressin V1a receptor (Homo sapiens), P37288; Fluo-8 calcium fluorescence, agonist mode; 0% DMSO, 100% 3 nM vasopressin; activation, % at 3 µM; 320,000 compounds, 0.25% hits; AID 2797, 2010;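 active means activation above the mean activation of all tested compounds plus 3 SD, per screening run, cut at about 20% in these data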;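 further: signal is peak over basal fluorescence ratio across a 100 second FLIPR read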
TAAR1 antag: human TAAR1 antagonists, primary screen, Fluo-8 calcium fluorescence, CHO RD-HGA16 cells; antagonist; Trace amine-associated receptor 1 (Homo sapiens), Q96RJ0; 360,000 compounds, 1.5% hits; inhibition, % at 3 µM;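 active means inhibition above a per-plate cutoff, the mean inhibition of test compounds on that plate plus 3 SD, cut at about 49% in these data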;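 further: 0% = DMSO plus EC80 beta-PEA response and 100% = DMSO alone without agonist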
Target sequence (Q96RJ0 whole entry, looked up): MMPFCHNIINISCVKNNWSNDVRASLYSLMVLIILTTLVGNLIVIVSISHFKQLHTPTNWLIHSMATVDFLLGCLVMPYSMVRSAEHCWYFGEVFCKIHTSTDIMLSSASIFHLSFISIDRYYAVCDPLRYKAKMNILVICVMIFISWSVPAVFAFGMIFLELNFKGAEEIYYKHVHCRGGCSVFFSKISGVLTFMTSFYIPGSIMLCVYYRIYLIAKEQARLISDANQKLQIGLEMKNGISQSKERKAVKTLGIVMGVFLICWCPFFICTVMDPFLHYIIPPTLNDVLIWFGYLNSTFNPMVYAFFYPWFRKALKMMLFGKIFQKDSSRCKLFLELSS
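Material: CHO RD-HGA16 cells bearing hTAAR1; compound dosing: one-point dosing, 3 µM nominal final; schedule: dye loading 75 min at 37 °C, then 30 min room temperature; measured by: calcium fluorescence with Fluo-8; control set: vehicle and agonist controls; replication: n of 1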
GPR7 antag: GPR7 receptor antagonists, primary screen, cell-based, fluorescence, single concentration; inhibition, % at 4.4 µM; 290,000 compounds, 1.1% hits; GPR7-expressing cells, fluorescence antagonist assay; Neuropeptides B/W receptor type 1 (Homo sapiens), P48145; in the data active means inhibition above about 16%, passing the limit was not always enough;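 further: cells stimulated with the agonist NPW; 0% = agonist with vehicle and 100% = vehicle without agonist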
Target sequence (P48145 whole entry, looked up): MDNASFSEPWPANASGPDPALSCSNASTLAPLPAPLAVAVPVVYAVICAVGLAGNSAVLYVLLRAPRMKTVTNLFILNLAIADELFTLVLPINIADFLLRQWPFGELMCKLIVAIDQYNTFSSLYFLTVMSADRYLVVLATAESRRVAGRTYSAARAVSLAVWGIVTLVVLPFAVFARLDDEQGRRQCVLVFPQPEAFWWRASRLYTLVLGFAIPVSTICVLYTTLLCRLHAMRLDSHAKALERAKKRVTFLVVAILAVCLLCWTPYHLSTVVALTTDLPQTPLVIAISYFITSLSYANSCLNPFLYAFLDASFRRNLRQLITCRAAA
An asterisk follows results filed as active; . = no result given.

SMILES	M1 PAM parental	CHO parental Ca	CHO-K1 Ca ag	OXTR agonist	CHO-K1 Ca antag	OXTR potentiator	V1aR counter	TAAR1 antag	GPR7 antag
COc1ccccc1OC(C)C(=O)NNC(=S)NC1CCCC1 (stereo unspecified)	-5.9	-20.6	2.4	0.9	-14.3	-16.9	2.0	24.7	-24.0
CCc1ccc(/C=C2/SC(=S)N(CC(=O)Nc3nc4ccccc4s3)C2=O)cc1	18.4	-8.5	0.4	-0.2	-9.9	-9.8	-0.4	-3.9	-2.8
O=C(NCCCc1ccccc1)c1cccs1	3.8	-8.9	0.6	-0.9	3.8	-1.3	-0.3	3.5	-14.5
C=CCNc1oc(Cc2cccc3ccccc23)nc1C#N	19.5	-5.0	2.0	-0.8	-4.3	-3.9	2.6	-0.8	-7.3
Cc1ccc2c(c1)C(=O)OC1(O)C3C4C=CC(C4)C3C(=O)N21 (stereo unspecified)	10.7	-28.6	0.3	0.7	-4.0	-5.0	1.6	-14.0	-7.0
O=c1c2ccccc2ncn1-c1ccccc1F	6.4	-5.7	-0.2	-0.9	-1.6	-0.4	-0.2	-6.3	-5.0
Cc1c(Cl)cccc1NC(=S)N(Cc1cccs1)C1CCCC1	-7.1	-5.7	-0.2	0.0	4.3	-5.5	-0.1	3.3	23.2*
CC(=O)c1ccc(OCCCN2CCCCC2)cc1	10.1	10.0	-0.2	1.4	-8.8	-1.7	-0.1	-8.6	5.3
CCC1(C)Cc2c(sc3nc4n(c(=O)c23)CCCS4)CO1 (stereo unspecified)	5.6	-13.8	0.8	-0.8	-4.8	-6.8	-1.1	0.1	-5.0
COc1cnc(-c2ccccn2)nc1Sc1ccccc1	-0.2	-13.2	0.5	-0.1	7.2	-5.3	0.8	4.5	-2.4
CCn1c(C)cc2c(c1=O)C(c1ccncc1)C(C#N)=C(N)O2 (stereo unspecified)	-1.8	7.1	-0.1	1.0	6.8	1.2	1.6	6.7	-9.9
CCOC(=O)c1ccsc1NC(=O)CCS(=O)(=O)c1ccccc1	-0.7	-17.2	2.2	-0.6	-10.4	-5.0	2.3	8.3	-15.3
CN(Cc1cn(Cc2ccc(Cl)cc2)nn1)C1CN(Cc2cn(Cc3ccc(Cl)cc3)nn2)S(=O)(=O)C1 (stereo unspecified)	15.6	.	9.0	.	-7.3	.	.	14.5	.
O=C(NCCN1CCN(C(=O)c2c(F)cccc2F)CC1)C(=O)Nc1ccc(Cl)cc1	5.2	-12.7	3.8	2.2	-5.7	-2.9	4.1	-24.2	-12.3
CN(C)S(=O)(=O)c1ccc(N/C=C(\[N+](=O)[O-])S(=O)(=O)c2ccccc2)cc1	4.9	-11.0	0.4	-0.7	-2.3	-18.3	0.5	-4.2	13.5
Cc1ccc(C)c(NC(=O)C2C3CCCC2C3c2ccccc2)c1 (stereo unspecified)	-6.2	-13.4	5.8	-2.5	18.7	2.0	0.1	-2.7	-2.3
On1ccccc1=S	17.7	40.5*	2.8	1.0	24.5*	-12.5	2.5	15.7	.
CCOC(=O)N1CCN(c2c(NCCCN(CC)Cc3ccccc3)c(=O)c2=O)CC1	14.5	-11.5	0.5	1.2	-28.5	-2.7	1.6	4.9	2.5
O=C(NCCCCc1ccccc1)c1ccccc1F	26.6	-11.3	1.6	-0.7	-8.8	6.0	-0.3	-5.5	-12.5
CCCCC(=O)Nc1c(-c2ccc(OC)c(OC)c2)c(=O)c2ccccc2n1C	10.6	-3.0	0.4	-0.6	-0.4	-13.4	0.3	-5.9	-15.3
Cc1ccc(C(=O)N/N=C\c2ccc(Br)o2)o1	8.9	2.9	7.3	-0.4	7.9	-1.3	0.8	10.7	-4.3
N#Cc1ccccc1NC(=O)COC(=O)CCc1ccc(S(=O)(=O)N2CCCCC2)cc1	21.3	-11.6	4.1	0.4	-1.0	-10.8	2.5	-5.2	6.1
CC12CC3(C)CC(C)(C1)CC(C(=O)NC1=NCCS1)(C2)C3	22.7	-18.9	0.1	0.7	-15.4	-4.7	-0.1	-0.7	-16.8
CC(=O)Nc1ccc(/C=N/Nc2nncc3ccccc23)cc1	-1.8	.	-0.2	.	-8.2	.	.	-8.0	23.3
Cc1cccc(NC(=O)Cn2nnc3sc4c(c3c2=O)CC(C)(C)OC4)c1	14.0	-8.9	2.5	-0.4	-7.2	-1.4	1.4	-4.9	4.7

(continued)
SMILES	M1 PAM parental	CHO parental Ca	CHO-K1 Ca ag	OXTR agonist	CHO-K1 Ca antag	OXTR potentiator	V1aR counter	TAAR1 antag	GPR7 antag
CCCN(CC(=O)Nc1ccc(F)c(F)c1F)C(=O)c1ccc2c(=O)n3c(nc2c1)CCC3	-11.5	-12.2	-0.2	-1.1	12.2	-14.5	-1.1	2.4	.
Cn1cc(/C=C/C(=O)N2CCCC(C(=O)c3cccc(C(F)(F)F)c3)C2)cn1 (stereo unspecified)	5.7	-2.9	1.4	2.1	7.0	-10.2	3.1	1.8	-7.6
COc1ccc(-n2nnnc2/C=C/Nc2cc(C(F)(F)F)ccc2OC)cc1	18.2	-17.9	11.4	0.6	-5.3	-3.4	0.3	-4.4	-14.7
CC(C)CCSc1cc(NCCO)c([N+](=O)[O-])c2nonc12	-2.9	-7.6	3.3	2.3	-21.3	-6.7	3.1	-16.3	1.8
CC12COC3(C(=O)Nc4ccc(Cl)cn4)CC1CCC32C (stereo unspecified)	11.3	1.4	0.2	-1.8	-4.7	-3.4	-1.0	-8.2	-6.0
O=C(NCCOc1ccccc1)C1CCC(=O)N(Cc2ccc(Cl)cc2)C1 (stereo unspecified)	-8.7	-20.8	1.4	0.8	-4.7	-7.2	-0.2	-4.7	-9.3
CCOc1ccc(NC(=O)CN(C)C(=O)c2cccnc2Sc2ccc(C)cc2C)cc1OCC	0.5	.	2.3	.	-8.7	.	.	11.4	.
COc1cc(CNn2c(C)n[nH]c2=S)cc(Cl)c1OCc1ccc(F)cc1	25.6	34.6*	4.1	6.3	-17.1	-12.3	11.9	-4.1	4.9
O=C(Nc1ccccc1Cl)c1cc(C2CCCCN2C(=O)c2cccs2)on1 (stereo unspecified)	3.1	.	-0.1	.	9.9	.	.	-24.1	.
O=C(Nc1cccc(Cl)c1N1CCOCC1)c1cccnc1	7.5	-7.3	1.6	1.4	-6.6	-3.1	0.8	-3.8	-1.3
Cn1cc(CC(=O)N2CCN(c3ccccc3F)CC2)c2ccccc21	23.3	-17.8	0.5	-0.3	-8.0	1.1	0.9	9.5	9.8
COc1ccc(/C=C/C(=O)OCC(=O)Nc2ccc(C)cc2)cc1S(=O)(=O)N1CCOCC1	24.4	-9.6	0.4	-0.1	-18.0	-1.4	-0.1	-2.8	-5.4
O=C(Nc1nnc(Cc2ccccc2)s1)c1cccnc1	5.5	-4.8	0.5	1.0	-20.1	2.9	3.0	-36.5	-0.6
O=C(N/N=C/c1ccc(N2CCOCC2)o1)c1cccc([N+](=O)[O-])c1	18.5	-19.6	0.0	0.0	-4.8	-10.1	0.6	2.3	0.5
COCc1nnc(NC(=O)C2CC(=O)N(C3CCCCC3)C2)s1 (stereo unspecified)	-1.3	-1.2	0.7	0.1	-11.8	-3.4	-0.9	-2.5	-6.6
Cc1ccc(NC(=O)CN2C(=O)S/C(=C/c3ccc(O)c([N+](=O)[O-])c3)C2=O)cc1C	-2.0	.	0.1	.	4.7	.	.	80.4*	6.2
CN1CCc2c(sc3nc(SCC(=O)N4CCCCC4)n(-c4ccccc4)c(=O)c23)C1	4.5	-17.7	0.2	-0.2	-16.9	-8.0	-0.3	-3.9	7.8
CC(CCc1ccccc1)NC(=O)c1ccc(F)cc1 (stereo unspecified)	5.4	-14.1	0.2	-2.8	-10.9	-4.7	-0.6	-5.8	-15.6
CC(C)(C)C1CCN2CCCC(c3ccccc3)(C1)C2=O (stereo unspecified)	-15.8	.	-0.3	.	8.8	.	.	-7.8	.
CCCCCCNC(=O)CC(NS(=O)(=O)c1ccc(OC)cc1)C(C)C (stereo unspecified)	20.6	-26.6	0.3	-2.1	-1.8	-4.7	-1.1	-0.3	-9.6
COc1ccc(-c2ccc(OC)c([C@H]3[C@H]4C=CC[C@@H](C)[C@@H]4C(=O)N3Cc3ccccc3)c2)cc1C	-4.3	-17.5	0.5	-0.6	-9.2	2.7	-0.7	6.8	.
CCN(CC)C(=O)c1[nH]cnc1C(=O)N[C@@H](C)C(=O)OCc1ccccc1	10.5	-16.4	0.4	1.0	-15.1	4.4	2.1	14.5	-20.3
Cc1ccc(/C=N/Nc2nnc(Cc3ccccc3)c(=O)[nH]2)o1	11.2	-1.7	2.0	0.5	-9.1	0.2	0.4	11.5	-10.9
COc1ccc(CN2CCN(C(=O)c3cccc4ccccc34)CC2)c(OC)c1OC	11.3	-14.2	2.9	-0.9	-9.8	-3.8	0.2	3.0	-9.5
CC(C)N(C(C)C)S(=O)(=O)c1ccc(NC(=O)c2cnccn2)cc1	20.7	2.7	2.4	0.6	-8.1	-7.7	1.3	10.4	3.3
COCCNC(=O)C(c1ccc(F)cc1)N(Cc1ccccc1)C(=O)CCC(=O)Nc1nccs1 (stereo unspecified)	16.1	-12.8	11.9	1.9	8.1	-0.4	2.2	12.6	0.0
COc1cccc(NC(=O)CN(C)C(=O)c2ccc3c(c2)S(=O)(=O)N=C2CCCCCN23)c1	19.3	-3.1	1.6	0.9	-14.5	-8.0	6.5	-15.3	.

5 entries picked at random from those above, as already listed:
SMILES	M1 PAM parental	CHO parental Ca	CHO-K1 Ca ag	OXTR agonist	CHO-K1 Ca antag	OXTR potentiator	V1aR counter	TAAR1 antag	GPR7 antag
CCCCCCNC(=O)CC(NS(=O)(=O)c1ccc(OC)cc1)C(C)C (stereo unspecified)	20.6	-26.6	0.3	-2.1	-1.8	-4.7	-1.1	-0.3	-9.6
Cn1cc(/C=C/C(=O)N2CCCC(C(=O)c3cccc(C(F)(F)F)c3)C2)cn1 (stereo unspecified)	5.7	-2.9	1.4	2.1	7.0	-10.2	3.1	1.8	-7.6
O=C(Nc1ccccc1Cl)c1cc(C2CCCCN2C(=O)c2cccs2)on1 (stereo unspecified)	3.1	.	-0.1	.	9.9	.	.	-24.1	.
O=C(Nc1cccc(Cl)c1N1CCOCC1)c1cccnc1	7.5	-7.3	1.6	1.4	-6.6	-3.1	0.8	-3.8	-1.3
CCCN(CC(=O)Nc1ccc(F)c(F)c1F)C(=O)c1ccc2c(=O)n3c(nc2c1)CCC3	-11.5	-12.2	-0.2	-1.1	12.2	-14.5	-1.1	2.4	.

Screening data (PubChem)
